# Screening data from PubChem.
# GSK3A inh = human GSK-3 alpha kinase inhibition; 0.1% of 320,000 active; AID 2650; inhibition, % at 10 µM; ADP-Glo luminescence, 60 min;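 in the data active = inhibition above about 50%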;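 note: GST-tagged GSK-3 alpha with peptide substrate and 25 µM ATP; 0% = DMSO neutral wells and 100% = GW8510 positive control wells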
# Target sequence (P49840 whole entry, looked up): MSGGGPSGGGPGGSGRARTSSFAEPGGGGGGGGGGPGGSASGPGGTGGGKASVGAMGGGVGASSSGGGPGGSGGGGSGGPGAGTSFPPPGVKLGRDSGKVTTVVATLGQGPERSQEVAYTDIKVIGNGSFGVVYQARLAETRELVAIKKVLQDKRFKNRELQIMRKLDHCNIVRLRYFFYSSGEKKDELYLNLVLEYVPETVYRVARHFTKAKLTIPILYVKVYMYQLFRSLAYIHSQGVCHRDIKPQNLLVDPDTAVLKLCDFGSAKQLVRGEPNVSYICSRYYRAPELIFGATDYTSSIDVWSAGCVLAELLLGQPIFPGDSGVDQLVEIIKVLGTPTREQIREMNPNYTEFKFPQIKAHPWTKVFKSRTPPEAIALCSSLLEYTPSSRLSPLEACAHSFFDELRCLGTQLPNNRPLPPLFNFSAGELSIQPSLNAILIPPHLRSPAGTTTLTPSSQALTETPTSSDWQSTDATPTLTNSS
# hERG rescue = shields human hERG channel from block by proarrhythmic agents; Q12809; CHO-hERG, FluxOR thallium flux, dofetilide IC70 present; activation (rescue from dofetilide block), less the hit threshold, % at 10 µM; 0.51% of 310,000 active;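 active = activation above the mean of controls blocked by dofetilide plus 5 SD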;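 note: thallium influx through hERG after potassium depolarization seen as dye fluorescence rise; in these data hits start at about 4.7%; inactives centre near -7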
# DYRK1A inh = inhibitors of rat Dyrk1A kinase. inhibition, % at 12.5 µM. ADP-Glo luminescence, NFATc1 peptide. Q63470. 0.43% of 310,000 active; in the data active = inhibition above about 50%;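 note: plate controls were vehicle with enzyme for no effect and no enzyme for full effect; many of its hits are not listed in these tables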
# PolyA inh = inhibitors of polyadenylation in S. cerevisiae; AID 1875; calls only at 12 µM; S. cerevisiae SKY197-pL101 polyadenylation reporter, beta-gal luminescence; efflux-impaired pdr1/pdr3 knockout yeast; score 100 = 6 SD above DMSO; 0.02% of 300,000 active;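 active = lowest replicate activity score at least 50, where 100 means six control SD above control mean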;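 note: yeast exposed to compound for 9 h at 30 °C; higher score means more reporter readthrough which indicates perturbed polyadenylation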
# KCNK3 block = human KCNK3 channel inhibition, primary screen; O14649; CHO-KCNK3 thallium flux, FluxOR fluorescence; stronger effect = lower value; B-score at 10 µM; 0.84% of 340,000 active; AID 602410;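 active = B-score under library mean minus 4 SD, starting fluorescence ratio at most library mean plus 5 SD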;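 note: more negative B-score means stronger inhibition of thallium flux through KCNK3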
# KCNK9 block = human KCNK9 channel inhibition. Q9NPC2. HEK293 KCNK9, FluxOR thallium flux fluorescence; stronger effect = lower value. B-score at 10 µM. 1.2% of 310,000 active;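 active = ratio B-score over 3 SD below the library mean, with starting fluorescence within 5 SD of its mean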;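 note: negative B-score means less thallium flux so channel inhibition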
# RGS4 pot = potentiators or activators of RGS4; B-score at 10 µM; 0.92% of 310,000 active; AID 463111; HEK293 M3R/inducible RGS4, carbachol calcium flux Fluo4; stronger effect = lower value;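 active = B-score of the integrated calcium signal more than 4 SD below the library mean, with starting fluorescence not abnormally high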;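 note: negative B-score means reduced calcium response which marks RGS4 activation or potentiation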
#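 System – HEK293 FlpIn-TREx cells, stable M3R, doxycycline-inducible RGS4 · Reagent – ECmax carbachol challenge · Times – compound preincubation 20 min at room temperature before agonist · Technique – Fluo4 fluorescence kinetic imaging of calcium · Measure – B score of integrated Fluo4 ratio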
# KCNQ1 inh = blocks the human KCNQ1 potassium channel. B-score at 10 µM. CHO-K1 KCNQ1, FluxOR thallium flux fluorescence; stronger effect = higher value. 1.3% of 310,000 active;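 active = compounds whose thallium flux B-score, printed positive for inhibition, exceeds three library SD while starting fluorescence stays within three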;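 note: channel opened by potassium depolarization with thallium stimulus after 20 min compound exposure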
# GSK3beta inhib = human GSK3beta kinase inhibition; activity score (negative = inhibition), % at 10 µM; P49841; AID 2097; 0.038% of 300,000 active; GST-GSK3beta kinase, ADP-Glo luminescence, 60 min; stronger effect = lower value;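 active = more than half of replicate wells score below -50%, meaning over 50% inhibition versus plate controls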;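 note: 0% = median DMSO wells and -100% = median GW8510 positive control wells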
# Target sequence (P49841 whole entry, looked up): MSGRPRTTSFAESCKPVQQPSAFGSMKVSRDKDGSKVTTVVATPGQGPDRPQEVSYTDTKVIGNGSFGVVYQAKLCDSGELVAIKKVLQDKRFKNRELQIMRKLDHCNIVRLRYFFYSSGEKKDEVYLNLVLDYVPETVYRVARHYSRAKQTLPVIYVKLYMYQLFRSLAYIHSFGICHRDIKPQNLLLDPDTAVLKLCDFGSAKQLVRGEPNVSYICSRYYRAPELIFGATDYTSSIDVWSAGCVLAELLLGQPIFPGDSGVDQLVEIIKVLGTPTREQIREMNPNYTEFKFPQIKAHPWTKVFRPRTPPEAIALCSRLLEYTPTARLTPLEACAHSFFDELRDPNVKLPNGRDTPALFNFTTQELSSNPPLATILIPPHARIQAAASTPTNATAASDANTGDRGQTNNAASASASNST
#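 test system = GST-tagged human GSK3beta kinase, cell-free | reagent = 25 µM ATP with peptide substrate | dosing = one dose of 10 µM per compound | schedule = 60 min reaction, RT | detection = luminescent ADP-Glo measurement of ADP formed | control set = DMSO neutral wells and GW8510 at 20 µM as positive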
# KCNQ1 act = human KCNQ1 channel potentiation or activation | P51787 | CHO-K1 KCNQ1, thallium flux FluxOR fluorescence; stronger effect = higher value | B-score at 10 µM | 0.35% of 310,000 active | AID 2648;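 active = fluorescence ratio B-score, a plate-corrected score, at least three library SD, with initial intensity B-score within 5 SD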
#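 System: Stable KCNQ1 CHO-K1 line | Incubation: 90 min dye loading and 20 min compound exposure, both at room temperature | Measure: Ratio B score | Medium: Assay buffer for compound exposure, DMSO matched across wells | Compound dosing: Single-concentration screen | Probe or stimulus: K+/Tl+ depolarizing stimulus | Measured by: Kinetic FluxOR fluorescence, 10 s baseline plus 110 s post-stimulus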
# RGS4 block = human RGS4 inhibition; AID 463165; P49798; 0.45% of 310,000 active; HEK293 M3R/RGS4 inducible, Fluo-4 calcium flux; stronger effect = higher value; triggered by carbachol at its EC20; B-score at 10 µM;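 active = B-score, a plate-corrected calcium signal, over three deviations above library mean, with baseline fluorescence within five deviations of library mean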;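 note: RGS4 expression induced by doxycycline in cells with stable M3 receptor; B-score is computed from the integrated fluorescence ratio over baseline after carbachol; higher B-score means a larger calcium signal and so more RGS4 inhibition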
# Target sequence (P49798 whole entry, looked up): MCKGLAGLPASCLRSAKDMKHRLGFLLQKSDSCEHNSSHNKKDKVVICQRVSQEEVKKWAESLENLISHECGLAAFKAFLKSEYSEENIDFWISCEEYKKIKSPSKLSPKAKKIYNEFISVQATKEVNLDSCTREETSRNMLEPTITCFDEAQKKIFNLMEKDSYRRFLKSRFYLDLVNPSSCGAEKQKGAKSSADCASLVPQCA
# Starred values were filed as active, the others as inactive; i = inactive; / = not tested or not shown. This is a subset; rates above refer to the full screens.
Molecule | KCNQ1 inh | PolyA inh | KCNK3 block | hERG rescue | RGS4 pot | DYRK1A inh | KCNQ1 act | GSK3A inh | GSK3beta inhib | RGS4 block | KCNK9 block
O=C(NC1CCCCC1)c1cc2nc(-c3ccco3)cc(C(F)(F)F)n2n1 | i | i | i | 1 | i | -4 | i | / | 0 | i | i
NC(=O)c1cccnc1Sc1ccc(Cl)cc1 | i | i | i | -9 | i | 5 | i | / | 1 | i | i
O=C(NCc1ccc(F)cc1)C(c1ccco1)N(C(=O)c1csnn1)C1CC1 (stereo not drawn) | i | i | i | -14 | i | -8 | i | -1 | / | i | i
O=C(Cn1cnc2ccccc21)N/N=C/c1ccccn1 | i | i | i | -13 | i | -4 | i | -3 | -1 | i | i
S=C(Nc1ccc(Oc2ccccc2)cc1)Nc1cccnc1 | i | i | i | -5 | i | -3 | i | -2 | 2 | i | i
CCc1noc(C)c1C(=O)NCCc1ccccc1 | i | i | i | -11 | i | -10 | i | -2 | 2 | i | i
O=C(CCN1N=C(c2ccccc2)CCC1=O)NCCCN1CCOCC1 | i | i | i | -4 | i | 2 | i | -1 | 6 | i | i
CSCCNCc1cn(-c2ccc(F)cc2F)nc1-c1ccccc1C | i | i | i | -12 | i | -2 | i | 1 | 6 | i | i
COc1ccc(-n2nnnc2SCC(=O)Nc2nc3c(s2)CCCC3)cc1 | i | i | i | -9 | i | 3 | i | -1 | 1 | i | i
COc1ccccc1C(=O)NCCN1CCN(c2ccccc2)CC1 | i | i | i | -4 | i | -1 | i | -5 | 6 | i | i
Nc1ncc(Br)cc1S(=O)(=O)NCCC(=O)Nc1cccc(Cl)c1 | i | i | i | -3 | i | 0 | i | 2 | 1 | i | i
O=C(Nc1ccccc1)C1=C[C@H](c2csc3ccccc23)C[C@H](OCCCCO)O1 | i | i | i | -10 | i | 6 | i | 0 | 2 | i | i
CCC(C)C(NC(=O)c1ccccc1NC(=O)c1ccco1)C(=O)NNC(=O)c1ccc(OC)cc1 (stereo not drawn) | i | i | i | -2 | i | 3 | i | 1 | -4 | i | i
CC(C)C(NS(=O)(=O)c1cccs1)C(=O)NCCCN1CCCCCC1 (stereo not drawn) | i | i | i | -3 | i | 11 | i | -4 | 2 | i | i
CCCN1C(=S)c2ccccc2C1c1ccccc1 (stereo not drawn) | i | i | -11* | -10 | i | -1 | i | -7 | 0 | i | i
COC(=O)C1=C(C)OC(N)=C(C#N)C1c1ccc(OC)c(OC)c1OC (stereo not drawn) | i | i | i | -14 | i | 3 | i | -1 | -2 | i | i
O=C(CCCn1c(SCC(=O)Nc2ccccc2Cl)nc2ccccc2c1=O)NCC1CCCO1 (stereo not drawn) | i | i | i | -7 | i | 7 | i | 1 | 7 | i | i
COc1ccccc1CCc1nnc(CCC(=O)NCC2CCCO2)o1 (stereo not drawn) | i | i | i | -1 | i | -3 | i | 1 | -1 | i | i
S=c1[nH]nc(COc2ccccc2)n1/N=C/C=C/c1ccco1 | i | i | i | -7 | i | / | i | 3 | 2 | i | i
COc1cc2cc(CN(Cc3cccs3)C(=S)Nc3ccc(C)cc3)c(=O)[nH]c2cc1OC | i | i | i | -13 | i | 2 | i | -1 | -14 | i | i
COC(=O)C1CC(=O)N(CCc2c[nH]c3ccccc23)C1 (stereo not drawn) | i | i | i | -5 | i | -6 | i | -2 | -1 | i | i
COc1ccc(CCNC(=O)c2c(C)nn(CC(C)C)c2Cl)cc1 | i | i | i | -10 | i | -1 | i | 4 | -6 | i | i
COc1ccc(CNC(=O)[C@H](C)[C@@H]2C[C@@]2(C)[C@@H](NC(=O)OCc2ccccc2)c2ccccc2)cc1OC | i | i | / | -7 | i | / | i | 0 | -6 | i | i
CS(=O)(=O)c1ccccc1C(=O)NCCC(c1ccccc1)c1ccccc1 | i | i | i | -9 | i | 6 | i | 0 | 0 | i | i
O=S(=O)(Nc1ccc(Cc2ccncc2)cc1)N1CCCC1 | i | i | i | 3 | i | -3 | i | -3 | 1 | i | i
CCCNC(=O)C(NS(=O)(=O)c1ccc2c(c1)c(=O)n(C)c(=O)n2C)c1ccccc1 (stereo not drawn) | i | i | i | -4 | i | 1 | i | -1 | -4 | i | i
COc1cc(/C=N/NC(=O)c2cccnc2)ccc1OCC(=O)Nc1c(C)cc(C)cc1C | i | i | i | -12 | i | -2 | i | / | 2 | i | i
CCOCCCNC(=O)C1CC(=O)N(C2CCCC2)C1 (stereo not drawn) | i | i | i | -3 | i | -6 | i | -2 | 1 | i | i
CC(C)C[C@@H](COc1ccccc1)N1CCN(CC(C)C)CCC1=O | i | i | i | -2 | i | 4 | i | -1 | 2 | i | i
CCN(CC)S(=O)(=O)c1ccc(N2CCOCC2)c(NC(=O)c2cc(C)cc(C)c2)c1 | i | i | i | -1 | i | -4 | i | -1 | 3 | i | i
Cc1cc2oc(=O)cc(C)c2cc1NC(=O)CCl | i | i | i | -2 | i | 17 | i | -2 | 3 | i | i
O=[N+]([O-])c1cc(/C=N/O)ccc1Sc1ccccc1 | i | i | i | -6 | i | 8 | i | 15 | -7 | i | i
c1cncc(-c2noc(-c3ccc4ccccc4c3)n2)c1 | i | i | i | -6 | i | -1 | i | -1 | 0 | i | i
Cn1cnnc1SCC(=O)N(Cc1ccc2c(c1)OCO2)C1(C(=O)NC2CCCCC2)CCCC1 | i | i | i | -10 | i | 8 | i | -2 | 1 | i | i
Cn1c(Cn2nnc3ccccc32)nnc1SCC(=O)NCc1ccc2c(c1)OCO2 | i | i | i | 4 | i | -9 | i | / | 4 | i | i
CC(=O)Nc1nnc(-c2ccccn2)o1 | i | i | i | -6 | i | -4 | i | 1 | -2 | i | i
C[C@]12CCC(=O)C=C1CC[C@@H]1[C@@H]2CC[C@@]2(C)[C@H]1CC[C@@]21CCC(=O)O1 | i | i | i | -8 | i | -2 | i | 0 | 3 | i | i
Cc1ccc(CN2CCSc3ccc(C(=O)NCc4ccccn4)cc32)cc1 | i | i | i | -10 | i | -2 | i | 4 | -24 | i | i
CC(=O)c1ccc(S(=O)(=O)NC2CC2)cc1 | i | i | i | -3 | i | -6 | i | -5 | 2 | i | i
Cc1ccc(CNC(=O)C(=O)NCC2OCCCN2S(=O)(=O)c2cccs2)cc1 (stereo not drawn) | i | i | i | -9 | i | 11 | i | -1 | 1 | i | i
Cc1ccc(C)c(NC(=O)c2cc(-c3cccnc3)nc3ccccc23)c1 | 7* | i | i | -5 | i | 0 | i | 0 | 2 | i | i
CCN(CC)S(=O)(=O)c1ccc2c(c1)nc(CCC(=O)O)n2CC | i | i | i | -3 | i | 4 | i | -9 | 0 | i | i
O=C(COc1ccccc1Cl)NNC(=O)c1ccc2nc[nH]c2c1 | i | i | i | -13 | i | / | i | 0 | 2 | i | i
COc1ccc(OC)c(C2C(C#N)=C(N)N(N(C)C)C3=C2C(=O)CCC3)c1 (stereo not drawn) | i | i | i | -3 | i | -2 | i | 0 | 1 | i | i
Cc1ccccc1C(OCC(O)CN1CCCCC1CCO)c1ccccc1 (stereo not drawn) | i | i | i | -4 | i | 7 | i | 1 | 1 | i | i
COc1ccc(C(=O)O/N=C(\N)Cc2ccc(Cl)c(Cl)c2)cc1OC | i | i | i | -10 | i | -1 | i | 2 | -5 | i | i
Cc1cc(C)cc(CSCC(=O)NN=C2CCCCCC2)c1 | i | i | i | -10 | i | 3 | i | -1 | 2 | i | i
CC(=O)Oc1cc2oc(=O)cc(C)c2cc1OC(C)=O | i | / | i | -8 | i | 23 | i | 1 | -6 | i | i

# Five entries from above, arranged by count of non-hydrogen atoms, descending:
Molecule | KCNQ1 inh | PolyA inh | KCNK3 block | hERG rescue | RGS4 pot | DYRK1A inh | KCNQ1 act | GSK3A inh | GSK3beta inhib | RGS4 block | KCNK9 block
COc1cc2cc(CN(Cc3cccs3)C(=S)Nc3ccc(C)cc3)c(=O)[nH]c2cc1OC | i | i | i | -13 | i | 2 | i | -1 | -14 | i | i
COc1ccc(-n2nnnc2SCC(=O)Nc2nc3c(s2)CCCC3)cc1 | i | i | i | -9 | i | 3 | i | -1 | 1 | i | i
COc1ccccc1C(=O)NCCN1CCN(c2ccccc2)CC1 | i | i | i | -4 | i | -1 | i | -5 | 6 | i | i
S=c1[nH]nc(COc2ccccc2)n1/N=C/C=C/c1ccco1 | i | i | i | -7 | i | / | i | 3 | 2 | i | i
c1cncc(-c2noc(-c3ccc4ccccc4c3)n2)c1 | i | i | i | -6 | i | -1 | i | -1 | 0 | i | i

# Going on with the list:
Molecule | KCNQ1 inh | PolyA inh | KCNK3 block | hERG rescue | RGS4 pot | DYRK1A inh | KCNQ1 act | GSK3A inh | GSK3beta inhib | RGS4 block | KCNK9 block
Cc1ccc(-c2cc(C(=O)O)n[nH]2)o1 | i | i | i | -24 | i | -2 | i | -1 | -2 | i | i
Oc1cccc(/C=N/Nc2ncnc3c2ncn3Cc2ccccc2)c1 | i | i | i | -9 | i | 3 | i | -5 | 1 | i | i
O=C1CC(NCc2ccncc2)C(=O)N1c1ccc(Cl)cc1 (stereo not drawn) | i | i | i | -9 | i | 6 | i | -1 | -1 | i | i
Cc1ccccc1OCc1nnc(SC(C)C(=O)O)n1Cc1ccccc1 (stereo not drawn) | i | i | i | -5 | i | 16 | i | 6 | 1 | i | i
CC(C)Sc1cc(N2CCOCC2)nc(-c2ccccc2)n1 | i | i | i | -3 | i | -6 | i | -1 | 3 | i | i
CCCOc1ccccc1C(=O)N1CCNC(=O)C1CC(=O)OC(C)C (stereo not drawn) | i | i | i | -5 | i | -3 | i | -1 | 1 | i | i
CCC(=O)N1CCN(CCN=CC2=C(O)CC(c3cccs3)CC2=O)CC1 (stereo not drawn) | i | i | i | -4 | i | / | i | 1 | -1 | i | i
CCOC(=O)c1c(NC(=O)C(C)Sc2nnc(C)c(=O)[nH]2)sc2c1CCCC2 (stereo not drawn) | i | i | i | -10 | i | -4 | i | -7 | 1 | i | i
Cc1cccc(C(=O)c2cccc(C)c2)c1 | i | i | i | -6 | i | -7 | i | -7 | 2 | i | i
CCC(C)c1ccc(NC(=O)CSc2nncn2N)cc1 (stereo not drawn) | i | i | i | -6 | i | -2 | i | 0 | -2 | i | i
O=C(Nc1ccccn1)c1ccc(Br)c(S(=O)(=O)N2CCCC2)c1 | i | i | i | -10 | i | 0 | i | 0 | 1 | i | i
